UHRF1 MBD2 ctr = human UHRF1 methylated DNA binding inhibitors; Q96T88; UHRF1 binding to methylated oligo, TR-FRET; inhibition, % at 4.4 µM; 370,000 tested, 0.75% active; in the data active = inhibition above about 21%;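 note: UHRF1 SRA domain binding a hemimethylated CpG hairpin DNA probe; 0% = median of test compound wells and 100% = reference inhibitor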
ARFGAP1 inh = inhibits rat ARF GTPase activating protein 1 | AID 651572 | 360,000 tested, 0.26% active | inhibition, % at 16.5 µM | Arfgap1-stimulated ARF1 GTP hydrolysis, GDP FP detection | Q62848;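 active = inhibition above a per-plate limit, mean inhibition of low control wells plus 3 SD, cut at about 25% in these data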;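 note: 0% = DMSO wells with enzyme and 100% = wells lacking Arfgap1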
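Repeats: one replicate per compound; assay system: rat Arfgap1 catalytic domain, aa 1-136; times: enzyme reaction 120 min at 25 °C after 20 min preincubation; detection: FP of antibody-bound GDP Alexa 633 tracer, ex 620/em 688 nm; benchmarks: high control wells lacking Arfgap1, low control full reaction with DMSO; reagent: human ARF1(Δ1-17)-GTP substrate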
DDE Tn7 FP inh = DD(E)-Tn7 binding inhibition, primary FP screen | P02675 | FP displacement of FITC-Tn7 peptide from fibrin DD(E); 0% = median of compound wells per plate | inhibition, % at 8.3 µM | 370,000 tested, 0.13% active;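 active = inhibition above the mean of compounds falling within the control limits plus 3 SD of them, cut at about 14% in these data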;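 note: 0% = plate median of compound wells and 100% = 10 µM Aha-Tn7 peptide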
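Assay system: Fibrin-DD(E) protein isolated from polymerized human fibrin clots; read-out basis: percent inhibition; medium: Tris/NaCl/CaCl2 buffer, pH 7.8; signal: FP measurement; incubation: 10 min plus 3 h, room temperature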
ADAM17 inh = ADAM17 inhibition, QFRET primary screen. P78536. recombinant ADAM17, EDANS/DABCYL FRET peptide cleavage. inhibition, % at 6.95 µM. 370,000 tested, 0.83% active;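 active = inhibition above the mean of compounds lying between control limits plus 3 SD, set per campaign, cut at about 8.5% in these data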;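 note: 0% = DMSO-only wells as the low control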
PLC-beta3 inh = PLC-beta3 (human) inhibition, primary screen | Q01970 | Purified PLC-beta3, fluorogenic substrate, fluorescence | inhibition, % at 12.2 µM | 370,000 tested, 0.18% active | AID 720704; in the data active = inhibition above about 11%;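 note: 0% = median of compound wells on plate and 100% = full blocker control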
MBD2 DNA inh = blocks human MBD2 binding to methylated DNA; Q9UBB5; TR-FRET, MBD2 binding to methylated oligonucleotide; inhibition, % at 4.4 µM; 370,000 tested, 0.31% active; in the data active = inhibition above about 13%
PLCg1 inh = PLC-gamma1 (human) inhibition, primary screen | P19174 | purified PLC-gamma1, fluorogenic substrate, fluorescence | inhibition, % at 12.2 µM | 370,000 tested, 0.84% active; in the data active = inhibition above about 9.5%
Target sequence (P19174 whole entry, looked up): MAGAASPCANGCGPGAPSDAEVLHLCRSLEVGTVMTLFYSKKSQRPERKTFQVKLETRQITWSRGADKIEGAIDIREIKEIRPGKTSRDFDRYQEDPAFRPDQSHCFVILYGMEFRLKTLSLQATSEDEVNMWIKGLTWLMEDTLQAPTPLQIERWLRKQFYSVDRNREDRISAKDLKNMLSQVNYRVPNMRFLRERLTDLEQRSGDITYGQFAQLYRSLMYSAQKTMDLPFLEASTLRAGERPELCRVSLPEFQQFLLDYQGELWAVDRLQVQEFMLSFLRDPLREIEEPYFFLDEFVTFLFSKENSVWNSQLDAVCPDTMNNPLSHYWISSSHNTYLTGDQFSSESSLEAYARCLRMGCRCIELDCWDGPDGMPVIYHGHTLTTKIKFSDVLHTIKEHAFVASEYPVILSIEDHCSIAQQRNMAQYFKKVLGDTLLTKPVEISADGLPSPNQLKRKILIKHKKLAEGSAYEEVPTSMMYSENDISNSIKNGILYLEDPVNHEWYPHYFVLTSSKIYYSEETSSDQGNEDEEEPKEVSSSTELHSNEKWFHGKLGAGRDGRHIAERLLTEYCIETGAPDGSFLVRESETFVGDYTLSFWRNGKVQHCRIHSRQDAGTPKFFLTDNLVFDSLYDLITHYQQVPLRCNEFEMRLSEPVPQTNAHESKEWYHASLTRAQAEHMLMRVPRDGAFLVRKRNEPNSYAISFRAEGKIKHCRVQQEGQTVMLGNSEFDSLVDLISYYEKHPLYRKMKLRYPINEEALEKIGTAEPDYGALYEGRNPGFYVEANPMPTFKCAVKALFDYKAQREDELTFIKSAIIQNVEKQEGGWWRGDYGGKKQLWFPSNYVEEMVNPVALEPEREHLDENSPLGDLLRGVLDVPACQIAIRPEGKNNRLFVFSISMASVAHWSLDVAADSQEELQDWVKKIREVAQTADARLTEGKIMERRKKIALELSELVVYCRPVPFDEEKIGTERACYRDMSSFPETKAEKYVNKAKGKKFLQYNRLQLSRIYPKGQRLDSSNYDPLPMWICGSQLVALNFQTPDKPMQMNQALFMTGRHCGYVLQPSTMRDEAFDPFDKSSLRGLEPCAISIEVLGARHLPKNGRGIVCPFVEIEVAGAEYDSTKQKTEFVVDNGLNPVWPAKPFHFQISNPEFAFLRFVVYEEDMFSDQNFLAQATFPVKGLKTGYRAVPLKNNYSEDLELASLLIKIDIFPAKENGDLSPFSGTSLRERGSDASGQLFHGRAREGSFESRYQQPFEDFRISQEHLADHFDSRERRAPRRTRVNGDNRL
ASAP1 GAP inh = blocks human ASAP1-stimulated Arf1 GTP hydrolysis; GDP FP detection; inhibition, % at 16.5 µM; 360,000 tested, 0.19% active; in the data active = inhibition above about 25%;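 note: 0% = vehicle with enzyme and substrate and 100% = no enzyme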
proKLK7 act = activates the human kallikrein-7 zymogen; 370,000 tested, 0.9% active; P49862; activation, % at 7 µM; purified proKLK7, EDANS-DABCYL substrate fluorescence; 100% is mature enzyme control, 0% vehicle;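 active = activation above the mean of all tested compounds plus 3 SD, computed per campaign excluding outliers beyond control limits, cut at about 13% in these data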
Tn6 DDE FP = disrupts Tn6 cyclic peptide binding to fibrin D-Dimer-E complex; P02675; Fibrin DD(E) TRITC-Tn6 fluorescence polarization displacement; inhibition, % at 8.3 µM; 370,000 tested, 0.21% active; AID 720509;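 active = inhibition above a per-campaign cutoff: mean of compounds within control limits plus 3 SD, cut at about 15% in these data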;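 note: 0% = median of all compound wells on the plate and 100% = blocking peptide control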
* hit, by the source's call; i = inactive.

UHRF1 MBD2 ctr,ARFGAP1 inh,DDE Tn7 FP inh,ADAM17 inh,PLC-beta3 inh,MBD2 DNA inh,PLCg1 inh,ASAP1 GAP inh,proKLK7 act,Tn6 DDE FP,canonical_smiles
-5,-3,8,-6,-1,-1,-2,-3,-0.4,1,COc1ccc(NC(=O)c2ccco2)c(OC)c1
-1,11,-4,-1,-5,0,0,8,-0.4,-10,NS(=O)(=O)c1ccc(NC(=O)c2cc(-c3ccccc3O)n[nH]2)cc1
0,1,-2,1,4,3,1,-7,0.5,0,Cc1ccc(-n2ncc3c(N4CCCC(C)C4)ncnc32)c(C)c1 (configuration not stated)
-4,-2,8,-5,1,-6,-3,-16,-0.1,3,O=C(NCc1ccccc1)[C@@H]1CCCN1C(=O)[C@@H]1CCCN1C(=O)c1ccc(Cl)cc1Cl
-3,4,7,1,3,0,-3,9,-0.2,-6,CCC(C)c1ccc(NC(=S)NCc2ccccc2OC)cc1 (configuration not stated)
-1,13,-2,-3,-5,-6,-6,11,-0.2,-12,CCOC(=O)c1c(C)[nH]c(C(=O)OCC(=O)c2ccc3c(c2)NC(=O)CO3)c1C
4,-13,13,-2,-8,2,-4,13,-0.1,10,CCC(=O)Nc1sc2c(c1C#N)CCC2
1,7,-3,0,-7,3,1,-5,-0.3,-1,CC(C)c1ccccc1NC(=O)COC(=O)C1(C)CC1(Cl)Cl (configuration not stated)
-1,9,2,-6,-125,2,-99,4,-81,-3,Cc1c(/C=N\NC(=O)c2cc3ccccc3o2)c2ccccc2n1C
-3,9,-2,-3,-6,-2,0,-7,-0.4,3,CCN(c1ccccc1)S(=O)(=O)c1ccc(C(=O)N(C)Cc2cccs2)cc1
3,-2,1,-1,-6,5,2,5,-0.5,4,C=CCOc1ccc(C(=O)n2cc(C(=O)OC)c3ccccc32)cc1
54*,7,-4,-4,-16,17*,12*,-11,-0.2,0,O=C1CC(SC(=S)C2CCCC2=O)C(=O)N1 (configuration not stated)
-4,3,-2,-14,-69,-2,-56,-9,0.9,3,CN(C)CCCN1C(=O)c2oc3ccc(Cl)cc3c(=O)c2C1c1cccnc1 (configuration not stated)
0,2,1,1,-4,-2,3,11,0.1,1,O=C(Nc1cccc(NC(=O)c2ccco2)c1)c1ccccc1
-1,-3,4,-6,-4,0,-2,-1,0.4,1,O=C(O)CCc1c(C(=O)O)[nH]c2ccccc12
-1,-5,4,-3,-6,-4,0,-2,0.3,1,COc1ccccc1C1CC(=O)NC(C)=C1C(=O)OC(C)C (configuration not stated)
2,-3,-3,-5,-6,6,5,0,0.6,-1,COCCCN1C(=O)c2ccc(C(=O)OCC(=O)N(CCC#N)c3cc(C)cc(C)c3)cc2C1=O
0,8,0,0,-3,-3,4,-7,-0.1,-2,O=C(OCC(=O)N1CCCC1=O)c1nc(Cl)ccc1Cl
0,2,2,-8,-1,3,-4,0,-0.3,5,O=C(CC1(O)C(=O)N(CN2CCOCC2)c2ccccc21)c1ccccc1 (configuration not stated)
0,-9,5,-2,-6,7,1,-10,0.2,-3,Cc1cc(Cl)ccc1NC(=O)CN1CCN(C(=O)c2ccco2)CC1
0,7,5,-18,-34,1,-27,7,3.6,6,Nc1cc(C(=O)OCC(=O)N2CCCC2=O)ccc1Cl
-1,-1,4,-8,-15,1,-5,-2,-0.2,-1,CSCC[C@H](NC(=O)[C@@H]1Cc2ccccc2CN1)C(=O)Nc1ccc2c(c1)OCO2
20,14,0,-4,-5,6,-3,1,0.2,-12,CC(=O)C[C@H](O)CC(=O)[C@H]1OC(=O)CC/C=C\Cc2ccccc21
0,-14,-5,-5,-18,-2,-7,16,0.2,-4,CC1C(=O)N2CCCc3cc(NC(=O)C(=O)NCc4ccccn4)cc1c32 (configuration not stated)
1,4,6,-4,0,4,-1,-6,-0.3,-5,COCC(=O)N1CCC2CC1c1cc(Cl)ccc12 (configuration not stated)
1,-8,-9,-4,-2,1,0,12,-0.2,-2,CCOC(=O)CCn1cnc2ccc([N+](=O)[O-])cc2c1=O
1,4,6,0,6,4,-1,1,-0.3,2,OC(c1ccc(Cl)cc1)c1ncc(-c2ccccc2F)[nH]1 (configuration not stated)
-2,7,0,-6,-3,5,0,-8,1.1,-1,CC(C)N(CCn1c(SCC(=O)N2CC(=O)Nc3ccccc32)nc2ccccc2c1=O)C(C)C
-4,17,10,8,-5,-11,-2,-1,-0.7,2,COc1cccc(NC(=O)c2cccc(S(=O)(=O)N3CCN(Cc4ccccc4)CC3)c2)c1
-1,-6,7,3,2,6,-1,5,0.1,-1,Nn1c(SCc2ccc(Br)cc2)nnc1-c1ccccn1

Structures from the list above containing an aryl thioether with sulfur outside any ring:
UHRF1 MBD2 ctr,ARFGAP1 inh,DDE Tn7 FP inh,ADAM17 inh,PLC-beta3 inh,MBD2 DNA inh,PLCg1 inh,ASAP1 GAP inh,proKLK7 act,Tn6 DDE FP,canonical_smiles
-2,7,0,-6,-3,5,0,-8,1.1,-1,CC(C)N(CCn1c(SCC(=O)N2CC(=O)Nc3ccccc32)nc2ccccc2c1=O)C(C)C
-1,-6,7,3,2,6,-1,5,0.1,-1,Nn1c(SCc2ccc(Br)cc2)nnc1-c1ccccn1

Sorted by molecular weight (lowest first): part of the list above
UHRF1 MBD2 ctr,ARFGAP1 inh,DDE Tn7 FP inh,ADAM17 inh,PLC-beta3 inh,MBD2 DNA inh,PLCg1 inh,ASAP1 GAP inh,proKLK7 act,Tn6 DDE FP,canonical_smiles
1,-8,-9,-4,-2,1,0,12,-0.2,-2,CCOC(=O)CCn1cnc2ccc([N+](=O)[O-])cc2c1=O
0,2,1,1,-4,-2,3,11,0.1,1,O=C(Nc1cccc(NC(=O)c2ccco2)c1)c1ccccc1
-1,9,2,-6,-125,2,-99,4,-81,-3,Cc1c(/C=N\NC(=O)c2cc3ccccc3o2)c2ccccc2n1C
-1,-6,7,3,2,6,-1,5,0.1,-1,Nn1c(SCc2ccc(Br)cc2)nnc1-c1ccccn1
-4,3,-2,-14,-69,-2,-56,-9,0.9,3,CN(C)CCCN1C(=O)c2oc3ccc(Cl)cc3c(=O)c2C1c1cccnc1 (configuration not stated)

Remaining list, next part:
UHRF1 MBD2 ctr,ARFGAP1 inh,DDE Tn7 FP inh,ADAM17 inh,PLC-beta3 inh,MBD2 DNA inh,PLCg1 inh,ASAP1 GAP inh,proKLK7 act,Tn6 DDE FP,canonical_smiles
2,4,5,3,2,-1,3,16,-0.3,-3,CC(=O)Cn1c(CN2CCCCC2)nc2ccccc2c1=O
1,0,0,0,-6,-3,3,-13,0.5,-8,COc1ccc(NC(=O)COc2ccccc2Cl)cc1S(=O)(=O)N1CCCCC1
9,-11,2,-1,-5,5,2,-3,-0.5,3,CCCCn1c(SCC(=O)NC2CCCC2)nnc1-c1ccco1
-4,-15,2,1,1,3,-1,-7,-0.8,2,N#CC(c1ccc(Cl)nn1)c1ccc(Cl)cc1Cl (configuration not stated)
-5,2,0,-3,0,-2,-2,-9,-0.2,-2,Nc1cc(=O)[nH]c(N2CCN(c3ccccc3)CC2)n1
1,0,-6,0,-1,-5,0,1,-0.5,-7,COc1ccc(C(=O)NCC(=O)Nc2cccc(S(=O)(=O)NCc3ccco3)c2)cc1OC
-1,14,-3,-4,-410,-1,-291,11,-29,6,Cc1ccc(-c2nc3cc(NS(=O)(=O)c4ccc(C)cc4)ccc3o2)cc1
0,-14,7,-286,i,-1,-456,-2,-7.9,2,CN(C)c1ccc(-c2ccnc3c2CC(C)(C(=O)NCc2cccc(Cl)c2)O3)cc1 (configuration not stated)
-2,6,3,-1,1,1,-2,5,0.0,5,Cc1noc(C)c1S(=O)(=O)N1CCCC(C(=O)NCCC2=CCCCC2)C1 (configuration not stated)
-3,7,9,-2,-3,-6,-3,-4,-0.7,5,CC(C)(C)OC(=O)N1C[C@H](O)C[C@H]1C(=O)OCC(=O)c1ccc([N+](=O)[O-])cc1
-2,-8,-3,2,0,4,2,10,-0.4,3,O=c1ncn(-c2ccccc2C(F)(F)F)c2ncccc12
1,10,2,-1,0,-1,0,0,0.4,-5,NS(=O)(=O)c1cccc(NC(=O)CSc2nnc(NC3CC3)s2)c1
-1,12,5,-3,-4,1,0,0,0.0,-2,CCOc1ccccc1NC(=O)CN1C(=O)COc2ccccc21
-1,-13,6,-4,-7,2,0,-5,-0.4,1,CCOC(=O)NC(=O)c1cn(Nc2ncc(C(F)(F)F)cc2Cl)c(=O)[nH]c1=O
15,1,-2,-21,-56,8,-33,4,-1.1,4,CCN(CC)c1ccc2cc(-c3nc(-c4cc5ccccc5oc4=O)cs3)c(=O)oc2c1
1,-7,-5,4,2,1,3,11,-0.3,-10,CCCCNS(=O)(=O)c1ccc2nc(SCC(=O)N3CC(C)OC(C)C3)[nH]c2c1 (configuration not stated)
0,7,-2,-3,-7,5,3,7,-0.1,5,CCOc1cc(/C=C(\C#N)C(=O)Nc2cccc(C(=O)O)c2)ccc1OCc1ccccc1Cl
0,8,0,-2,1,-2,4,11,0.1,2,CCc1ccc([C@@H]2C[C@H]3[C@@H](CN2S(=O)(=O)c2ccc(C)cc2)C(=O)C[C@@H](c2ccccc2)N3S(=O)(=O)c2ccc(C)cc2)cc1
0,6,1,-6,-2,2,-1,17,-0.4,1,CC(C)CNC(=O)COC(=O)CCC(=O)c1ccc(F)cc1
0,-1,-9,5,-5,-4,5,6,-0.3,-2,O=C(Nc1ccccc1C(F)(F)F)c1cc2ccccc2o1
-3,-7,-13,3,-7,-6,5,-2,0.5,-2,Cc1ccc(-n2cc(CN3CCNC(=O)CC3)c(-c3ccc(F)cc3)n2)cc1
-1,-2,2,-4,-6,-4,0,-9,0.1,8,Cc1cccc(CN2CCC(C(=O)Nc3cccc(-c4cscn4)c3)CC2)n1

Record cards, as listed above:
NS(=O)(=O)c1cccc(NC(=O)CSc2nnc(NC3CC3)s2)c1 is entered as UHRF1 MBD2 ctr = 1; ARFGAP1 inh = 10; DDE Tn7 FP inh = 2; ADAM17 inh = -1; PLC-beta3 inh = 0; MBD2 DNA inh = -1; PLCg1 inh = 0; ASAP1 GAP inh = 0; proKLK7 act = 0.4; Tn6 DDE FP = -5
CCOC(=O)NC(=O)c1cn(Nc2ncc(C(F)(F)F)cc2Cl)c(=O)[nH]c1=O is entered as UHRF1 MBD2 ctr = -1; ARFGAP1 inh = -13; DDE Tn7 FP inh = 6; ADAM17 inh = -4; PLC-beta3 inh = -7; MBD2 DNA inh = 2; PLCg1 inh = 0; ASAP1 GAP inh = -5; proKLK7 act = -0.4; Tn6 DDE FP = 1
